# SRC3 inh = SRC3 coactivator transcriptional activity inhibitors, primary screen, cell-based, luminescence. HEK293 GAL4-SRC3 luciferase reporter. inhibition, % at 3.6 µM. actives 0.17% (n = 360,000). AID 588352, 2011;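 active means inhibition above a per-campaign cutoff, the mean of all compounds plus 3 SD, cut at about 60% in these data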;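 further: 0% = DMSO-treated cells and 100% = gossypol-treated cells at 36 µM; higher means less SRC3-driven luciferase light from the GAL4 reporter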
# LMP1 NFkB inh = EBV LMP1-driven NF-kappaB luciferase reporter inhibitors, primary screen, cell-based, luminescence, single point; LMP1-induced NF-kappaB luciferase reporter cells; inhibition, % at 12.5 µM; actives 0.69% (n = 350,000); AID 504558, 2011; in the data active means inhibition above about 41%;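 further: 0% = neutral control wells and 100% = reference inhibitor control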
# CF NFkB inh = inhibitors of PAF-induced NF-kB signaling, primary screen, cell-based, GFP fluorescence, uHTS. KKLEB NF-kB-GFP reporter, GFP fluorescence overnight. inhibition, % at 5 µM. actives 0.86% (n = 360,000). AID 588850, 2011;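 active means at least 50% inhibition at 5 µM, scaled per plate between neutral and stimulator controls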;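 further: PAF is a Pseudomonas aeruginosa culture filtrate used as stimulus; plate controls were PAF-stimulated DMSO wells for no effect and unstimulated DMSO wells for full effect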
# SRC2 inh = inhibition of GAL4-SRC2 driven luciferase reporter, primary screen, SRC2 inhibitor project, cell-based, luminescence; Nuclear receptor coactivator 2 (Homo sapiens), Q15596; actives 0.17% (n = 370,000); HEK293 GAL4-SRC2 luciferase reporter; inhibition, % at 9 µM;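 active means inhibition above the mean inhibition of all tested compounds plus 3 SD, set per campaign, cut at about 52% in these data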;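 further: 0% = DMSO treated cells and 100% = cells given Gossypol at 36 µM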
# LRH-1 inv ag = LRH-1 (NR5A2) inverse agonists, primary screen, cell-based, luminescence, HEK293T, StAR-luciferase reporter. Nuclear receptor subfamily 5 group A member 2 (Homo sapiens), O00482. LRH-1 transfected, 24 h. inhibition, % at 3.6 µM. actives 0.13% (n = 360,000);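 active means inhibition above the mean inhibition of all tested compounds plus 3 SD, cut at about 73% in these data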;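 further: 0% = DMSO wells and 100% = reporter-only cells lacking LRH-1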
# Target sequence (O00482 whole entry, looked up): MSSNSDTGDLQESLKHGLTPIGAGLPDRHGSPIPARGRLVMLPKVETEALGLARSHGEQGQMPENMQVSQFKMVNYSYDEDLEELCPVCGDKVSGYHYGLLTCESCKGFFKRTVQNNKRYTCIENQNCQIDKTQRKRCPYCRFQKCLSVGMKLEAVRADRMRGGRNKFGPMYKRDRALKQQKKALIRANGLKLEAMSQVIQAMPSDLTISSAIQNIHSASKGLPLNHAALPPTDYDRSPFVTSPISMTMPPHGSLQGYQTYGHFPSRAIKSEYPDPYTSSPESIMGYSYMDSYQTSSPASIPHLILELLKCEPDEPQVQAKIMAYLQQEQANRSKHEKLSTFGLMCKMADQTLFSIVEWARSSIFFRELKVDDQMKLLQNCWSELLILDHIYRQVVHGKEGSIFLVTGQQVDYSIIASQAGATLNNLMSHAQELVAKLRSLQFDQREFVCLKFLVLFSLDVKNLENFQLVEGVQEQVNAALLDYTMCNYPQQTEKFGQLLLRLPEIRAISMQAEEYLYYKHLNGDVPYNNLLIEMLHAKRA
# TRAIL sens C8 = viability loss with TRAIL in NB7+C8 cells, primary screen, TRAIL sensitizer project, cell-based, ATPlite luminescence. inhibition (viability loss, TRAIL sensitization), % at 10 µM. actives 1% (n = 360,000). AID 624354, 2012;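 active means compounds causing at least 50% loss of cell viability in the single-dose screen, relative to plate controls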
# COUP-TFII inh = NR2F2 transcriptional activity inhibitors, primary screen, cell-based, luciferase reporter, HEK293T, luminescence; COUP transcription factor 2 (Homo sapiens), P24468; HEK293T NGFI-A luciferase reporter; actives 0.7% (n = 370,000); inhibition, % at 8.6 µM;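 active means inhibition above a per-plate cutoff, mean inhibition of test wells between control levels plus 3 SD, cut at about 38% in these data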;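 further: cells cotransfected with COUP-TFII expression vector driving the NGFI-A reporter; 0% = median of COUP-TF2 test wells and 100% = reporter-only cells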
# Target sequence (P24468 whole entry, looked up): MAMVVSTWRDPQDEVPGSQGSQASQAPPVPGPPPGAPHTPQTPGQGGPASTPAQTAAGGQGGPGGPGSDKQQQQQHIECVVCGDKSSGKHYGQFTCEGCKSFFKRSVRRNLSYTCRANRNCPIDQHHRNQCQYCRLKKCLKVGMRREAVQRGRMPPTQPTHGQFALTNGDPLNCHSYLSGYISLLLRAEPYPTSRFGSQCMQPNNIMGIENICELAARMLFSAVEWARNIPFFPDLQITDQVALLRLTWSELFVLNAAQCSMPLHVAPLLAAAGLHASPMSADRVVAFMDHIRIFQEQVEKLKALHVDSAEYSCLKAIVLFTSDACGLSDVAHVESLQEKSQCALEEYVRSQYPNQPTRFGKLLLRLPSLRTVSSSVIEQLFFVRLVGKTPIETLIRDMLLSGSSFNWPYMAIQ
# TWEAK-Fn14 inh = inhibitors of TWEAK-Fn14 signaling, primary screen, luciferase reporter cells, uHTS | TWEAK-stimulated Fn14 reporter cells, luciferase luminescence, 8 h | inhibition, % at 10 µM | actives 2% (n = 360,000); in the data active means inhibition above about 50%
# KKLEB tox = cytotoxicity in KKLEB CF airway cells, primary screen, cytotoxicity control for CF NF-kB inhibitor project, cell-based, uHTS, fluorescence assay plates. activity change (cytotoxicity), % at 5 µM. KKLEB CF airway cells viability, ATPlite luminescence, overnight; active compounds read low; cells stimulated with P. aeruginosa culture filtrate. AID 602141, 2011. actives 0.36% (n = 360,000);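 active means corrected activity change at or below -50% at 5 µM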
# SRC1 inh = SRC1 coactivator transcriptional activity inhibitors, primary screen, cell-based, luminescence; Nuclear receptor coactivator 1 (Homo sapiens), Q15788; HEK293 GAL4-SRC1 luciferase reporter; inhibition, % at 3.6 µM; actives 0.12% (n = 360,000);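 active means inhibition above the campaign mean plus 3 SD, with each screening campaign given its own cutoff, cut at about 60% in these data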;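 further: 0% = DMSO treated cells and 100% = gossypol at 36 µM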
# TROY signal inh = inhibitors of TROY-driven NF-kB signaling, primary screen, Q293 LMP1-TROYcd cells, NF-kB luciferase, uHTS; inhibition, % at 10 µM; Q293 LMP1-TROYcd NF-kB luciferase reporter, 4 h; actives 0.98% (n = 360,000); AID 1347056, 2019;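 active means compounds whose plate-normalised and pattern-corrected inhibition of the luciferase reporter signal at the single screening dose is 50% or more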
# Starred values were filed as active, the others as inactive; . = no result given.
Compound	SRC3 inh	LMP1 NFkB inh	CF NFkB inh	SRC2 inh	LRH-1 inv ag	TRAIL sens C8	COUP-TFII inh	TWEAK-Fn14 inh	KKLEB tox	SRC1 inh	TROY signal inh
CCn1c(N)c(C(=O)NCCCOC)sc1=S	5	1	-3	-23	16	-8	-5	-6	-1	10	11
O=C(Nc1ccc(N2CCOCC2)cc1)C1CCCCC1	-21	-7	-20	-62	-37	-4	-34	-44	8	-40	-23
COc1ccc(CN2C(=O)c3ccccc3C2c2nnnn2-c2ccc3c(c2)OCCO3)cc1 (stereo not drawn)	.	.	.	8	4	-2	11	9	.	.	-15
CSc1c(-c2ccccn2)c(N)nn1C(=O)C1CCC1	8	-4	-10	-12	1	-11	7	11	14	1	-6
CC(=O)Nc1ccc(CN(C)c2c(C)nc3ccc(C(=O)Nc4ccc(Cl)c(Cl)c4)cn23)cc1	-22	.	-16	-9	-5	8	0	-19	-6	-16	-1
COc1cc(NC(=S)NCCC(c2ccccc2)c2ccccc2)cc(OC)c1	6	-1	9	3	-10	-12	24	16	-12	1	9
CCOCCCNS(=O)(=O)c1ccc(NC(=O)C2CC(=O)N(c3ccc(C)cc3)C2)cc1 (stereo not drawn)	16	-2	0	-8	-4	-2	-11	0	16	-6	-20
c1ccc(-c2noc(CN3CCOCC3)n2)cc1	-19	-3	5	-16	-40	19	-41	-18	4	-37	-18
COc1cccc(OCc2cc(C(=O)NC(C)c3cnn(C)c3C)no2)c1 (stereo not drawn)	-40	-5	-2	-28	-48	5	-26	-25	3	-24	-47
O=C(Cn1cnc2ccccc2c1=O)NCC1COc2ccccc2O1 (stereo not drawn)	9	-1	-6	6	-1	-10	1	9	-5	-52	-4
COc1ccc(N(C(C)C(=O)N/N=C/c2ccc(OC)c(OC)c2)S(C)(=O)=O)cc1 (stereo not drawn)	14	6	12	1	0	3	1	-7	-8	-23	3
Cc1ccc2[nH]c3c(c2c1)CCCC3NC(=O)CCl (stereo not drawn)	77*	87*	62*	.	89*	46	.	71*	-65*	77*	7
O=S(=O)(NCCN1CCCC1)c1ccc(Br)cc1	14	11	-21	-8	-1	-5	23	9	-5	-3	11
OC(COC(c1ccc(Cl)cc1)c1ccc(Cl)cc1)CN1CCc2ccccc2C1 (stereo not drawn)	16	-30	-7	13	-10	11	1	12	-19	5	3
COCCN1C2=C(C(=O)CC(C)(C)C2)C(c2ccc(O)c(OC)c2)C2=C1CC(C)(C)CC2=O	1	7	-4	4	1	1	19	0	-2	-1	7
CCc1nc(SCC(=O)c2cc(C)ccc2C)n[nH]1	3	5	10	-12	17	-7	4	17	-8	23	-8
COc1ccc(-c2cc(C(F)(F)F)nc(S(=O)(=O)CCCC(=O)Nc3cccnc3Cl)n2)cc1OC	-43	-7	93*	12	-39	22	-40	94*	-41	-19	37
O=C(COC(=O)c1ccc(Cl)nc1)NCc1cccs1	-1	2	0	-4	7	-5	-14	11	0	1	14
Oc1c(C=Nc2ccc(Cl)cn2)sc2ccccc12	-31	-39	-26	-16	-22	44	2	-3	-8	-68	11
COc1ccc(S(=O)(=O)Nc2ccc3c(c2)N(C(C)=O)CCC3)cc1	23	22	-15	3	1	12	30	14	-28	-1	10
O=S(=O)(O)c1cc(O)c2c(O)c(N=Nc3cc(Cl)ccc3O)c(S(=O)(=O)O)cc2c1	-22	15	-8	.	19	2	.	-9	14	10	19
c1ccc(C2(CN3CCNC[C@H]3Cc3cccc4ccccc34)CC2)cc1	-19	0	1	6	22	-19	-5	15	-2	-5	-12
C/C(CC(=O)Nc1cc(Cl)ccc1Cl)=N\NC(N)=S	-1	8	-19	-11	32	-10	-6	12	2	-15	1
COc1cc(/C=N/NC(=O)c2ccncc2)c([N+](=O)[O-])cc1OC	8	-14	-4	-37	9	-12	2	-18	9	5	14
COc1cc(/C=N/n2cnnc2)ccc1OC(=O)c1ccco1	12	-2	1	-22	10	5	9	-6	-12	-13	24
COc1ccc(C)cc1NC(=O)CSc1cccc[n+]1[O-]	14	-2	-16	12	-14	2	4	21	6	-3	13
CCCCc1nc(C(N)=O)c2[nH]c(=O)n(-c3ccc(OC)cc3OC)c2n1	5	4	-9	.	-10	7	.	0	-6	9	4
COCCn1cnc2c1c(=O)n(CC(=O)c1ccc3c(c1)OCCO3)c(=O)n2Cc1ccccc1	-20	-4	10	-20	-1	1	11	2	1	17	13
COc1cccc(CNC(=O)c2nnn(CC(=O)Nc3cc(C)ccc3C)c2N)c1	0	3	7	-18	-12	2	-6	-12	-7	3	5
O=C(NCc1ccccc1)C1Cc2c(-c3ccc4c(c3)OCO4)ccnc2O1 (stereo not drawn)	-11	.	47	-1	26	15	-69	-14	-30	5	7
N=c1n(CCN2CCOCC2)c2ccccc2n1Cc1ccccc1Br	9	2	11	3	-12	2	27	-18	2	-2	9
O=C(NN1C(=O)c2ccccc2C1=O)c1ccncc1	23	-9	9	0	2	-3	-2	1	0	13	3
O=c1[nH]c2cc3c(cc2cc1CN(CC1CCCO1)S(=O)(=O)c1ccccc1)OCCO3 (stereo not drawn)	15	-6	-11	-19	-6	14	-13	-21	8	11	-15
COc1ccccc1OCCCC(=O)NC(C)c1ccccc1 (stereo not drawn)	15	-4	13	-24	-2	-8	17	10	7	-12	-1
CCOc1ccc(C2=NNC(c3cccnc3)=Nc3ccc(OC)cc32)cc1	14	-1	8	7	17	-1	2	-6	0	-8	-4
CCC(C(=O)O/N=C(\N)c1ccc(Cl)cc1)c1ccccc1 (stereo not drawn)	5	-1	-3	-9	19	32	20	-30	2	-7	-26
Cn1nc(C(F)(F)F)c(-c2ccccc2)c1NC(=O)CCC(=O)O	-6	6	-17	-14	1	-4	-1	-3	10	-11	-2
CC(C)c1cc(Cn2c3ccccc3c(=O)n2C(C)CBr)on1 (stereo not drawn)	-1	.	-23	0	-28	-17	8	5	-9	-1	3
Cn1c(=O)n(CCCOc2ccc(Br)cc2)c2ccccc21	6	-7	8	-19	7	6	-2	-28	-1	12	-1
CCCN1Cc2cccc(C(=O)NCc3ccc4c(c3)OCO4)c2C1=O	9	-12	5	4	41	11	8	2	-2	2	-3
COc1ccc(NS(=O)(=O)c2ccc(N3CCCC3=O)cc2)cn1	19	-8	0	16	12	-11	0	27	0	-50	11
O=C(Cn1cc([N+](=O)[O-])cn1)NC1CCCCCC1	5	0	13	-16	4	16	-11	0	2	-1	4
Clc1ccc2c(SCC3CO3)c3ccccc3nc2c1 (stereo not drawn)	-39	-2	-19	-26	-6	10	-3	-34	-1	-12	-5
CCOC(=O)c1[nH]c(C)c(C(=O)NCc2cccnc2)c1C	9	-5	-12	-12	3	-6	23	3	3	-20	4
CN(C)CCN1C(=O)C(O)=C(C(=O)c2ccco2)C1c1ccccc1F (stereo not drawn)	-1	-17	5	-6	1	0	19	12	5	5	-11
Cc1ccc(-c2csc3nc[nH]c(=O)c23)cc1	1	3	1	-11	8	-6	5	24	2	-24	4
O=C(c1ccc([N+](=O)[O-])cc1)n1nc(-c2ccccc2)nc1NCc1ccccc1	-17	3	0	-8	-43	16	-11	-21	1	-12	-31
O=C(NNC(=O)c1ccc(Cn2cccn2)o1)NC12CC3CC(CC(C3)C1)C2	-16	0	-2	-20	9	-15	4	12	-11	-14	2
COc1ccc(-c2nnn(CC(=O)N(c3cccc(O)c3)C(C)C(=O)NC3CCCC3)n2)cc1OC (stereo not drawn)	0	9	-3	-17	-2	-6	4	-15	7	-14	-3
O=C(O)CCC1(C(=O)O)CCC(=O)c2ccccc21 (stereo not drawn)	-16	14	5	-2	6	-10	18	-11	5	-2	-3
Cc1ccc(S(=O)(=O)N2CCN(C(=O)CSc3nncs3)CC2)cc1	8	1	3	-27	-6	-20	1	-10	2	3	-4
O=C(COc1ccc(Br)cc1CO)N1CCCc2ccccc21	1	-1	18	-27	-4	-12	6	-14	-4	20	13
CCOC(=O)N1CCC(NC(=O)c2ccc3c(c2)N=C(C)c2ccccc2S3)CC1	5	3	17	17	17	4	22	4	1	-16	14
COc1ccc(C=NNC(=O)CCCC(=O)NN=Cc2ccc(OC)c(OC)c2)cc1OC	0	8	-13	-10	-14	1	-12	-11	16	-1	3
COc1ccc(C)cc1NC(=O)CCN1CCN(c2ccccc2F)CC1	3	-17	7	5	15	22	-4	-18	-3	10	10
COC(=O)[C@@H](NC(=O)Nc1ccc(S(N)(=O)=O)cc1)C(C)C	12	-9	0	-6	-4	20	4	1	3	-3	4

# (next part)
Compound	SRC3 inh	LMP1 NFkB inh	CF NFkB inh	SRC2 inh	LRH-1 inv ag	TRAIL sens C8	COUP-TFII inh	TWEAK-Fn14 inh	KKLEB tox	SRC1 inh	TROY signal inh
O=C(OCc1ccccc1)N1CCC2CC1c1ccc(Cl)cc12 (stereo not drawn)	-24	-7	11	-10	-52	-1	-3	-47	-3	2	-57
CCc1nnc(NC(=O)C2CCCN2C(=O)NC2CCCCC2)s1 (stereo not drawn)	-8	11	9	7	12	9	3	0	-2	6	2
COC(=O)c1ccc(NC(=O)Nc2ccc(OC)c(OC)c2)cc1	1	-14	-3	-26	-4	-1	-30	18	-2	-20	-6
CC(NC(=O)C(=S)N1CCN(C)CC1)c1ccccc1 (stereo not drawn)	22	2	-16	-4	1	-6	-18	24	10	-42	-33
CN(C)S(=O)(=O)c1ccc(NC(=O)C2COc3ccccc3O2)cc1 (stereo not drawn)	12	7	-66	-26	9	12	4	-13	12	-6	-15
COCCNCc1nc2sc(C)c(-c3ccccc3)c2c(=O)[nH]1	9	6	8	5	14	2	-7	-9	-5	-2	3
CCN1CCN(C(=O)c2cc3c(=O)oc4ccc(C)cc4c3s2)CC1	-3	-14	-27	-26	19	-21	-9	-8	9	-7	-8
CN(CC(=O)Nc1ccc(OC(F)(F)F)cc1)C1CCCCC1	-12	-4	-19	20	1	-1	-17	3	11	5	-2
O=C1/C(=C/c2ccccc2)SC(=S)N1CC(=O)N1CCCCC1c1cccnc1 (stereo not drawn)	15	14	34	-29	-6	3	12	-11	-14	16	5

# Assay outcomes: PubChem BioAssay, several laboratories
